# LYP inhibition = inhibitors of LYP phosphatase, biochemical, fluorescence intensity, uHTS (AID 1779) | Tyrosine-protein phosphatase non-receptor type 22 (Homo sapiens) | recombinant LYP phosphatase, fluorescence intensity; higher % means a stronger effect | inhibition, % at 11.5 µM; hits with a dose series show IC50 in µM | 0.054% of 290,000 active;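 further: plate controls were vehicle with enzyme for no effect and no enzyme for full effect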
# human PMI inhibitors = human PMI inhibitors, high substrate, primary screen, biochemical, fluorescence intensity, high mannose 6-phosphate (AID 1220) | Mannose-6-phosphate isomerase (Homo sapiens) | recombinant PMI enzyme, coupled fluorescence intensity; higher % means a stronger effect | inhibition, % at 20 µM; hits with a dose series show IC50 in µM | 0.66% of 190,000 active
# XIAP antagonists = XIAP antagonists, biochemical, IAP family, fluorescence polarization (AID 1018). one-dose displacement, % at 20 µM; IC50 in µM for titrated hits. XIAP BIR domain, fluorescence polarization peptide displacement; higher % means a stronger effect. 0.007% of 200,000 active. E3 ubiquitin-protein ligase XIAP (Homo sapiens); in the data active means displacement above about 50%; further: a part of the inactive calls stands beside numbers as strong as those of hits
# PMI inhibitors = inhibitors of human PMI, primary screen, biochemical, fluorescence intensity, coupled assay (AID 1209); 0.42% of 190,000 active; inhibition, % at 20 µM; hits with a dose series show IC50 in µM; purified PMI enzyme, coupled fluorescence intensity; higher % means a stronger effect; Mannose-6-phosphate isomerase (Homo sapiens);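 further: plate controls were DMSO vehicle for no effect and wells lacking substrate for full effect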
# NOD1 inhibition = NOD1 signaling inhibitors, primary screen, cell-based, luminescence, uHTS (AID 1578) | inhibition, % at 4 µM, or EC50 in µM where a hit was titrated | NOD1-driven NF-kB luciferase reporter cells, luminescence; higher % means a stronger effect | 1% of 290,000 active; in the data active means inhibition mostly above about 36%, no sharp cut-off; inactive means mostly below about 34%;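 further: HEK-293T reporter cells stimulated with the NOD1 agonist gamma-tri-DAP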
# HEK293 NOD2/NF-kB = NOD2 signaling inhibitors, cell-based, luminescence, uHTS, HEK293 (AID 1566); 0.63% of 290,000 active; HEK293 NOD2/NF-kB luciferase reporter, luminescence; higher % means a stronger effect; one-dose inhibition, % at 4 µM; EC50 in µM for titrated hits; further: many of its hits are not listed in these tables
# KOR beta-arrestin-1 = KOR antagonists, beta-arrestin recruitment, cell-based, luminescence, uHTS (AID 1778). Kappa-type opioid receptor (Homo sapiens). KOR beta-arrestin recruitment, luminescence, antagonist mode; higher % means a stronger effect. inhibition, % at 10 µM; hits with a dose series show IC50 in µM. 0.091% of 290,000 active; further: strong numbers were not always called active
# TNAP activation fold = human TNAP enzyme activators, primary screen, biochemical, luminescent, no phosphate acceptor, uHTS (AID 1001). purified TNAP, luminescent activation assay, no phosphate acceptor; higher activation fold means a stronger effect. activation fold at 20 µM, or EC50 in µM where a hit was titrated. 0.03% of 200,000 active; in the data active means activation fold from about 3, or a potency from the dose series; inactive means the rest, 99 in 100 with activation fold below about 1.6; further: many of its hits are not listed in these tables
# KOR beta-arrestin-2 = KOR agonists, beta-arrestin recruitment, primary screen, cell-based, luminescence, uHTS (AID 1777); one-dose activation, % at 10 µM; EC50 in µM for titrated hits; Kappa-type opioid receptor (Homo sapiens); KOR beta-arrestin recruitment, luminescence; higher % means a stronger effect; 0.02% of 280,000 active; in the data active means activation above about 50%, passing the limit was not always enough; further: a part of the inactive calls stands beside numbers as strong as those of hits
# Starred values were filed as active, the others as inactive; x = not tested or not shown; [ ] = another dose, or the depositor's remark. Unless noted, no stated cut-off is given here; in the data, active means inhibition above about 50%; inactive means the rest.
SMILES,LYP inhibition,human PMI inhibitors,XIAP antagonists,PMI inhibitors,NOD1 inhibition,HEK293 NOD2/NF-kB,KOR beta-arrestin-1,TNAP activation fold,KOR beta-arrestin-2
C=CCOc1ccc(C(=O)c2ccccc2)c(OCC(=O)NC2(C#N)CCCC2)c1,-5%,x,x,x,-14%,10%,-28%,x,0.0%
CCCn1c(=O)c2ccccc2n2c(Sc3nnnn3-c3ccccc3)nnc12,-8%,6%,-9.9%,6%,8%,2%,14%,1.1,-3.1%
COCc1cc(C)nc(N2CCc3ccccc32)c1C#N,-8%,-5%,-6.8%,9%,-18%,-2%,-31%,1.1,7.7%
Cc1ccc(NC(=O)COC(=O)C(NS(=O)(=O)c2ccc(Cl)cc2)C(C)O)cc1 (stereo not given),6%,5%,-19%,0%,-24%,-6%,-16%,1.1,-2.5%
O=C(Nc1cccc(-c2nnc(-c3ccccc3)o2)c1)c1ccco1,-5%,12%,-2.5%,7%,-47%,-7%,0%,1,17%
CCCCN(C)C(=O)c1nc2ccccn2c1CNC1CCC1,-6%,13%,-7.8%,14%,-40%,-2%,-15%[20 µM],1,x
CC1(C)Cc2ccccc2-c2nnc(-c3ccc4ccccc4n3)n21,-5%,-10%,-6.7%,-9%,42%,-13%,-31%,1,6.9%
Cc1ccc2cc(C#N)c(NCCNC(=O)C3CC3)nc2c1C,-5%,1%,-10%,-4%,27%,34%,-6%,1.2,-0.9%
O=C(COc1nc2ccccc2nc1N1CCOCC1)Nc1ccc(S(=O)(=O)N2CCCC2)cc1,-2%,-5%,-4.9%,-13%,32%,-6%,x,0.9,2.4%
CC(C)CC(=O)N=Nc1c(O)[nH]c2ccccc12,4%,4%,-8.8%,0%,-30%,-19%,8%,1,-5.8%
CCOC(=O)C1CCN(C(=S)Nc2cccc(C)c2)CC1,0%,-4%,-4.7%,-1%,-29%,0%,-12%,1,-2.5%
COCCCNC(=O)CNC(=O)c1nn(-c2ccc(OC)cc2OC)c(=O)c2ccccc12,-1%,x,x,x,-6%,2%,8%,x,1.5%
C/C(=N\NC(=O)c1cnccn1)c1ccc([N+](=O)[O-])cc1,-8%,x,x,x,6%,-16%,-1%,x,1.3%
O=C(CN(Cc1cccs1)C(=O)CSc1nnc(COc2ccccc2)o1)NC1CCCC1,-6%,3%,-3.2%,16%,-5%,12%,42%,1.1,-1.0%
CCN(CC)CCN1C(=O)C(O)=C(C(=O)c2cc3cccc(OC)c3o2)C1c1cccs1 (stereo not given),-4%,x,x,x,-3%,10%,5%,x,-3.6%
CCCCCCCC(=O)N1c2ccccc2NC(=O)C1CC(=O)Nc1ccc(C(=O)O)cc1 (stereo not given),-1%,x,x,x,1%,13%,-20%,x,3.0%
CN1C(=O)c2cccc(NC(=O)C3CCCCC3)c2C1=O,3%,-1%,-0.4%,5%,-4%,-20%,-21%,1.1,-2.7%
COc1ccccc1NC(=O)C(C/C=C(\C)Cl)C(C)=O (stereo not given),-1%,-4%,-2.3%,-2%,10%,9%,-11%,1.1,2.4%
COc1ccc2c(c1)c1ncn(CCN3CCCC3)c(=O)c1n2C,-5%,3%,-5.9%,1%,-10%,-9%,4%,1.1,-2.8%
COc1ccc(CN2C(=O)C(C)N(C(=O)c3c(F)cccc3F)c3ccccc32)cc1 (stereo not given),-4%,x,x,x,6%,14%,6%,x,-3.9%
NC(=O)C1CCN(Cc2nc(-c3cccs3)no2)CC1,2%,x,x,x,-11%,-7%,-5%,x,-2.6%
Cc1nnc(SCc2ccccc2CSc2nnc(C)s2)s1,-1%,-3%,-2.3%,0%,-37%,8%,-15%,1.1,-0.8%
CN1CCN(C(=O)CN(Cc2ccccc2)S(C)(=O)=O)CC1,-7%,6%,-5.4%,5%,2%,16%,4%,1,0.8%
CC(=O)N/C(=C\c1ccccc1)C(=O)N1CCOCC1,-2%,3%,-4.2%,-43%,-17%,8%,-31%[20 µM],1.1,-6.2%
Cn1nnnc1SCC(=O)Nc1ccccc1N1CCOCC1,2%,-5%,-0.4%,-8%,-5%,-3%,12%,1.1,-3.1%
CCNC(=O)COC(=O)c1cc(-c2ccco2)nc2ccccc12,-6%,x,x,x,-4%,-3%,13%,x,-3.0%
Cc1nc2ccc(NC(=O)c3ccc(Cl)c(NC(=O)c4cccs4)c3)cc2s1,-2%,24%,-0.8%,19%,-35%,3%,-5%,1,2.0%
O=c1cc(C23CC4CC(CC(C4)C2)C3)[nH][nH]1,-7%,6%,-1.0%,11%,-8%,7%,-46%,1.1,8.1%
COc1cc(O)c(C(CCN2CCCCC2)c2cc(OC)c(OC)c(OC)c2)c(OC)c1 (stereo not given),-10%,x,x,x,-1%,12%,26%,x,9.1%
COC(=O)N1CCN(c2ccc(C)c(C)c2)CC1,-11%,-12%,-8.4%,-11%,-28%,13%,11%,1.1,-1.8%
Cc1cc(C)cc(OCC(=O)Nc2cnn(CCCC(=O)O)c2)c1,-8%,x,x,x,-15%,-10%,20%,x,-1.6%
COc1ccc(-c2[nH]c(-c3cc(OC)c4c(c3)OCO4)nc2-c2ccccc2)cc1,5%,6%,-5.5%,13%,-2%,10%,-26%,1.1,2.3%
CCC(NS(=O)(=O)c1ccc(C)cc1)C(=O)N1CCOCCOCCOCC1 (stereo not given),-7%,x,x,x,-3%,-19%,-12%,x,-2.0%
O=C1CCCN2N=C(SCC(=O)Nc3cccc(C(F)(F)F)c3)SC2=N1,-5%,x,x,x,23%,58%*,10%,x,-2.4%
Cc1c(Cl)c([N+](=O)[O-])nn1CCCC(=O)N1CCN(c2ccccc2)CC1,0%,-19%,-0.2%,-8%,5%,-6%,-23%,1.1,0.9%
COc1ccc(NC(=S)Nc2ccccc2SC)c(OC)c1,0%,21%,0.7%,10%,-42%,-17%,5%,1.1,2.2%
O=C(N/N=C\c1ccc(Cl)s1)c1cccs1,-4%,7%,-4.4%,8%,-22%,-29%,-53%,1.1,-1.9%
CCN1CCc2c(sc(NC(=O)c3ccc(S(=O)(=O)N4CC(C)OC(C)C4)cc3)c2C(N)=O)C1 (stereo not given),-5%,x,x,x,-11%,18%,7%,x,-7.4%
O=C(O)CCCC(=O)Nc1ccccc1Oc1ccccc1,-7%,x,x,x,2%,10%,2%,x,-1.1%
CC(C)=CCN1CCN(Cc2ccc(Sc3nncn3C)o2)CC1CCO (stereo not given),-5%,-9%,-2.0%,-5%,-15%,7%,-13%,1.1,-3.9%
CCc1ccc(CN2C(=O)CCC2(C)C(=O)NC2CCCC2)cc1 (stereo not given),-6%,9%,-23%,8%,-7%,14%,12%,1,2.8%
Cc1cc(NC(=O)CC2(CC(=O)O)CCCC2)n(C)n1,-9%,x,x,x,-5%,9%,2%,x,1.3%
Cc1nc(C)n(CC(=O)N2CCCC(C(=O)c3ccc(Cl)cc3C)C2)n1 (stereo not given),-8%,8%,-7.9%,2%,-14%,15%,8%,1.1,0.0%
COc1ccc(S(=O)(=O)CCC(=O)NCc2ccc(C)o2)cc1,-8%,x,x,x,-14%,4%,11%[20 µM],x,-3.6%
CCc1nc2ccc(C(=O)NCCCN3CCN(c4ccc(F)cc4)CC3)cc2nc1CC,-4%,x,x,x,-12%,-5%,-35%,x,-5.7%
CCOC(=O)N1CCc2c(sc3ncn(Cc4ccc(F)cc4)c(=O)c23)C1,-3%,x,x,x,-3%,17%,5%,x,3.9%
O=C(NCc1ccc(Cl)cc1)c1ccc2c(=O)n(CC3CCCO3)c(=S)[nH]c2c1 (stereo not given),-1%,x,x,x,-9%,19%,-8%,x,-1.9%
CCCNC(=O)N1c2ccccc2Sc2ccccc21,-4%,x,x,x,-8%,5%,16%,x,5.0%

# Part of the list above, reduced to human PMI inhibitors:
SMILES	human PMI inhibitors
CCc1ccc(CN2C(=O)CCC2(C)C(=O)NC2CCCC2)cc1 (stereo not given)	9%
O=C(N/N=C\c1ccc(Cl)s1)c1cccs1	7%

# (more compounds)
SMILES,LYP inhibition,human PMI inhibitors,XIAP antagonists,PMI inhibitors,NOD1 inhibition,HEK293 NOD2/NF-kB,KOR beta-arrestin-1,TNAP activation fold,KOR beta-arrestin-2
CCOC(=O)CN1C(=O)C2Cc3ccccc3CN2C1=S (stereo not given),-6%,-18%,-2.7%,-19%,1%,0%,9%,1.1,-2.7%
Clc1ccc(C2[C@H]3CN(Cc4cccnc4)[C@H](c4ccccc4)C34CC2(c2cccnc2)C4)cn1 (stereo not given in full),-2%,x,x,x,2%,7%,10%,x,22%
Cn1ncc2cc(NC(=S)NC(=O)c3ccccc3)ccc21,2%,8%,-2.2%,22%,1%,-25%,-17%,1,0.2%
COc1ccc(OCC(=O)N/N=C(\CCC(=O)O)c2cccs2)cc1,2%,-5%,-9.4%,-5%,-24%,11%,-10%,1.2,1.4%
N#C/C(=C\C=C\c1ccccc1)c1nc(-c2ccc3c(c2)OCO3)cs1,3%,4%,-4.9%,7%,-10%,13%,-12%,1,-1.8%
O=C(Cc1ccccc1)N1CCN=C1SCc1ccc([N+](=O)[O-])cc1,-5%,12%,-4.8%,14%,0%,12%,1%,1,-2.3%
COc1ccc(OC(=O)c2ccncc2)cc1,-8%,10%,-3.3%,-4%,24%,8%,6%,1,11%
FC(F)(F)COc1ccc(-c2nnc(SCc3c(Cl)cccc3Cl)o2)cn1,-5%,x,x,x,8%,-32%,-13%,x,3.5%
O=S(=O)(c1ccccc1F)N1CCC(Oc2ccc(-n3cnnn3)cc2)CC1,-14%,x,x,x,0%,-8%,-23%,x,-1.3%
COC(=O)c1ccc(C2C(C(=O)OCC(C)C)=C(C)N=C3SCCC(=O)N32)cc1 (stereo not given),-4%,18%,-3.3%,22%,8%,12%,-1%,1,2.4%
O=C(NC1CCCCCC1)c1ccc(CS(=O)Cc2cccc(Cl)c2)o1 (stereo not given),-6%,x,x,x,-17%,22%,14%,x,-3.1%
CCN(c1ccccc1)S(=O)(=O)c1ccc(C(=O)OC(C)C(=O)NCCC2=CCCCC2)cc1 (stereo not given),4%,6%,-1.8%,6%,-14%,11%,x,1,1.3%
COc1ccc(C(=O)CCN2CCc3cc(OC)c(OC)cc3C2)cc1,-5%,12%,-5.7%,12%,-11%,6%,9%,1.1,-3.6%
Cc1oc(C(C)(C)C)cc1C(=O)Nc1ccc(C(=O)O)cc1,-5%,3%,-0.7%,1%,-23%,-5%,17%,1.1,1.4%
Cc1cccc(N2CCN(C(=O)CC(NC(=O)c3ccccc3Cl)c3ccccc3)CC2)c1C (stereo not given),-2%,7%,-0.4%,12%,15%,9%,8%,2.9,-1.8%

# Gathered by group, the compounds so far containing a nitro group on carbon.
SMILES,LYP inhibition,human PMI inhibitors,XIAP antagonists,PMI inhibitors,NOD1 inhibition,HEK293 NOD2/NF-kB,KOR beta-arrestin-1,TNAP activation fold,KOR beta-arrestin-2
C/C(=N\NC(=O)c1cnccn1)c1ccc([N+](=O)[O-])cc1,-8%,x,x,x,6%,-16%,-1%,x,1.3%
Cc1c(Cl)c([N+](=O)[O-])nn1CCCC(=O)N1CCN(c2ccccc2)CC1,0%,-19%,-0.2%,-8%,5%,-6%,-23%,1.1,0.9%
O=C(Cc1ccccc1)N1CCN=C1SCc1ccc([N+](=O)[O-])cc1,-5%,12%,-4.8%,14%,0%,12%,1%,1,-2.3%

# Not all compounds are listed; the hit share may differ from the screen's.
